MPTP inh: mitochondrial permeability transition pore inhibitors, primary screen, biochemical, isolated mouse mitochondria, absorbance | Ca2+ swelling absorbance, 30 min | actives 1.4% (n = 360,000) | inhibition, % at 10 µM;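 active means inhibition of 50% or more, scaled per plate between neutral and stimulator controls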;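 further: 0% = DMSO wells given calcium and 100% = 1 mM EGTA wells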
hIAP act: human IAP activators, primary screen, biochemical, luminescence, uHTS; Intestinal-type alkaline phosphatase (Homo sapiens), P09923; purified human IAP, CDP-Star luminescence, 30 min; stronger effect = higher value; 1 = vehicle-only enzyme, 0 = enzyme-free background; activation factor at 10 µM; actives 0.16% (n = 330,000); AID 2524, 2010;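 active means activation factor of the enzyme at least 2-fold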; further: the source names both 10 and 20 µM as test concentration; values of inactives mirror those of a sister screen read the other way
GRIN3A LBD mod: binders of NR3A ligand-binding domain, primary screen, biophysical, differential scanning fluorimetry, uHTS. Glutamate receptor ionotropic, NMDA 3A (GRIN3A) ligand-binding domain. NR3A LBD differential scanning fluorimetry, Tm shift; 0% = protein alone, 100% = glycine-bound protein. Tm shift relative to glycine control, % at 25 µM. actives 2.5% (n = 340,000). AID 1259313, 2017;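 active means melting temperature shift of at least 10% of the positive control shift, at one fixed dose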
ATG4B inh: ATG4B protease inhibitors, primary screen, biochemical, fluorescence, uHTS; AID 504462, 2011; actives 0.51% (n = 340,000); ATG4B cleavage of LC3-PLA2, NBD-HPC fluorescence, 1 h; inhibition, % at 8.33 µM; Cysteine protease ATG4B (Homo sapiens), Q9Y4P1; in the data active means inhibition above about 40%
SENP1 inh: human SENP1 catalytic domain inhibitors, primary screen, biochemical, FRET, uHTS; inhibition, % at 10 µM; recombinant SENP1 catalytic domain, CyPet-SUMO1-YPet FRET cleavage; actives 0.21% (n = 360,000); Sentrin-specific protease 1 (Homo sapiens), Q9P0U3; AID 624204, 2012;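 active means inhibition at least 30% at 10 µM, raw YFP signal under a set limit, fluorescence ratio 0.5 to 1.5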;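 further: 0% = enzyme with DMSO and 100% = no enzyme wells; some results filed as inactive read as strong as hits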
Target sequence (Q9P0U3 419-644 limits assumed): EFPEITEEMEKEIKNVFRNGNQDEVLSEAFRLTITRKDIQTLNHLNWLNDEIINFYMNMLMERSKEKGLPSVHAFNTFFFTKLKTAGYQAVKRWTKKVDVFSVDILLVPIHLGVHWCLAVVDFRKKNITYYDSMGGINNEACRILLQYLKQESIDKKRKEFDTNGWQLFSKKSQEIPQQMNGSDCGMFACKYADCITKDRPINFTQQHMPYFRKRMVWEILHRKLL
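Assay system – human recombinant His6-tagged SENP1 catalytic domain enzyme · Input – SENP1 enzyme, 20 pM final · Buffer or medium – Tris pH 8 buffer plus EDTA, NaCl, BME, BSA, NP40, catalase · Schedule – 50 min reaction at room temperature · Technique – FRET read of cyan and yellow fluorescence · Control set – no-enzyme wells low, DMSO-plus-enzyme wells high control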
SENP8 inh: human SENP8 protease inhibitors, primary screen, biochemical, fluorescence, Nedd8 protein substrate, uHTS. Sentrin-specific protease 8 (Homo sapiens), Q96LD8. recombinant SENP8. inhibition, % at 20 µM. actives 0.64% (n = 360,000); in the data active means inhibition mostly above about 40%, no sharp cut-off; inactive means mostly below about 27%
Target sequence (Q96LD8 whole entry, looked up): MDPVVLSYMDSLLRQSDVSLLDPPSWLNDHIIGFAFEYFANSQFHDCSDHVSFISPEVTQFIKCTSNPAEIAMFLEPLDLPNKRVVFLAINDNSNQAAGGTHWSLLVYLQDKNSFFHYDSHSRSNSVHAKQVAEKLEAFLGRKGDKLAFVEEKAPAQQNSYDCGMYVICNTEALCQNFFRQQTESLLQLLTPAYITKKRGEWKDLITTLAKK
SENP6 block: SENP6 protease inhibitors, primary screen, biochemical, luminescence, uHTS; Sentrin-specific protease 6 (Homo sapiens), Q9GZR1; Recombinant SENP6 catalytic domain, aminoluciferin luminescence; inhibition, % at 10 µM; actives 1.8% (n = 330,000);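 active means inhibition above about 50% at the single tested dose, limit read from the data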;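 further: plate controls were DMSO wells with enzyme for no effect and DMSO wells lacking enzyme for full effect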
Target sequence (Q9GZR1 628-1112 limits assumed): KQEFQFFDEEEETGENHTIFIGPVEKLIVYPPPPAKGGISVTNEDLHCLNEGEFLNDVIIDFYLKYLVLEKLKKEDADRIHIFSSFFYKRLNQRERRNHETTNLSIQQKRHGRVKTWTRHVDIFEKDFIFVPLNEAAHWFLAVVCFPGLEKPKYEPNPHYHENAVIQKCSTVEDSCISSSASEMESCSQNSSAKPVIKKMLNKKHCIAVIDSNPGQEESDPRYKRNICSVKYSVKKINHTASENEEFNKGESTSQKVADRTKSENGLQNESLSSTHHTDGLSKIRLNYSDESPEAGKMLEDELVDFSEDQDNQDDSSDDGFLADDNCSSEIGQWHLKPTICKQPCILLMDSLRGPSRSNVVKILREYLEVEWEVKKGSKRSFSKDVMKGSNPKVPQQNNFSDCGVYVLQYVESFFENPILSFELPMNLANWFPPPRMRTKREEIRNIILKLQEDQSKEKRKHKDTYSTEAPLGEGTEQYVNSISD
PfG6PD inh: PfG6PD enzyme inhibitors, primary screen, biochemical, fluorescence intensity, uHTS; PfGluPho enzyme, NADPH resazurin-diaphorase fluorescence; inhibition, % at 20 µM; actives 0.78% (n = 350,000); glucose-6-phosphate dehydrogenase-6-phosphogluconolactonase (Plasmodium falciparum 3D7);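 active means inhibition reaching at least a set limit at 20 µM in the primary screen, cut at about 59% in these data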;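 further: 0% = DMSO wells with substrate and 100% = DMSO wells lacking glucose-6-phosphate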
An asterisk follows results filed as active; i = inactive; . = not tested or not shown.

SMILES	MPTP inh	hIAP act	GRIN3A LBD mod	ATG4B inh	SENP1 inh	SENP8 inh	SENP6 block	PfG6PD inh
CC(C)CN1C(=O)c2ccc(C(=O)Nc3ccccc3C(=O)O)cc2C1=O	-0.6	1	-16	-6	3	22	87*	-13
COc1ccc(CCNC(=O)c2cc(S(=O)(=O)N3CCCCC3)c[nH]2)cc1OC	0.9	1	-2	-15	0	9	-14	-21
CCN(c1ccccc1)S(=O)(=O)c1ccc(OCc2c(C)noc2C)cc1	-0.2	0.95	1	-6	0	8	-8	-10
COC1CCCN(C(=O)c2ccc(OC3CCN(CCc4ccccc4)CC3)cc2)C1 (stereo not drawn)	-0.9	0.99	0	23	3	-10	9	-6
CC1(C)CC(=O)c2cc(C(=O)N3CCCC(C)(C)C3)c(=O)n(-c3ccccc3)c2C1	0.1	0.85	0	0	-7	30	-11	-6
COC(=O)Cn1c(CN2CCN(c3ccc(F)cc3)CC2)nc2c1c(=O)n(C)c(=O)n2C	1.0	0.97	-2	-1	0	1	-6	-9
COc1ccc(Cc2nnc(NC(=O)c3ccco3)s2)cc1OC	-0.2	1	1	8	-4	-14	9	-13
COc1ccc(-c2noc(CN3CCOCC3)n2)cc1OC	1.9	1.1	-7	2	0	17	-3	-11
O=C(c1ccc(-c2cc(Cl)ccc2Cl)o1)N1CCOCC1	-1.4	0.86	0	-4	4	10	-63	-14
Cc1ccc(NC(=O)C(C)N2C(=O)c3ccccc3C2=O)cc1C (stereo not drawn)	0.5	1.1	-1	-1	-1	8	14	-5
CN(c1ccccc1)S(=O)(=O)c1cccc(NC(=O)C2CC(=O)N(Cc3ccccc3)C2)c1 (stereo not drawn)	4.5	1.1	0	-16	0	16	-5	3
Cc1ccc(C(=O)NC2(O)C(=O)c3ccccc3C2=O)cc1C	1.8	0.93	-2	-6	3	100*	64*	-2
O=C(c1cccs1)n1nc(-c2ccc(Cl)cc2)nc1NCc1ccco1	0.3	1	3	-1	0	-20	6	-3
C[C@]12C=CC(=O)C=C1CCC1C3CC[C@](O)(C(=O)CO)[C@@]3(C)CC3OC312 (stereo partly drawn)	-0.4	1	0	-1	0	12	-18	0
Cc1cc(F)ccc1S(=O)(=O)Nc1ccccc1C(=O)NCc1cccnc1	0.3	1	0	-4	2	-100	-3	6
C=CCCC(=O)N1CCC(n2nccc2NC(=O)CCCc2ccccc2)CC1	-0.4	1.2	-1	0	0	7	-9	-2
O=C(NC(=S)Nc1cccc(C(F)(F)F)c1)c1ccc2nonc2c1	73*	0.94	9	3	2	7	11	6
O=c1[nH]c(Nc2ccccn2)cc2ccccc12	0.3	0.92	-10	-10	-69	-499	91*	25
COc1cc2c(c(OC)c1OC)C(c1ccc3c(c1)OCO3)CC(=O)O2 (stereo not drawn)	-0.9	.	-2	-3	2	1	.	2
CCC(C)c1ccc(NC(=O)CN(C)CC(=O)Nc2cccc(OC)c2)cc1 (stereo not drawn)	-0.3	0.86	1	6	4	2	-16	-15
Cc1ccc(NC(=O)N2CCC(NC(=O)c3cccc(C)c3)CC2)cc1	0.5	1.2	-1	-3	-1	16	6	2
Cc1ccc(/C=N/Nc2nncn2N)cc1	-1.0	1	-2	1	4	32	-14	56
Cc1ccc(CC(=O)Nc2cccc([N+](=O)[O-])c2)cc1	9.0	0.9	0	-10	2	18	1	7
CCOC(=O)N1CCN(C(=O)CSc2ncnc3ccccc23)CC1	0.4	0.84	0	-6	0	9	4	-11
O=C(NCC1CCCCC1)c1cc(S(=O)(=O)N2CCOCC2)ccc1F	-1.8	0.99	-1	0	2	4	12	-9
Next compounds follow.
SMILES	MPTP inh	hIAP act	GRIN3A LBD mod	ATG4B inh	SENP1 inh	SENP8 inh	SENP6 block	PfG6PD inh
COc1ccc(C(=O)N/N=C/C(Br)=C/c2ccccc2)cc1	2.2	0.9	1	-12	3	10	-2	23
CCCCCC(=O)N=Nc1c(O)[nH]c2ccc([N+](=O)[O-])cc12	2.6	1.1	30*	-1	1	19	-5	23
CC(C)COC(=O)N(C)C[C@@H]1OCc2cnnn2CCCC(=O)N([C@@H](C)CO)C[C@@H]1C	0.2	.	.	.	0	-18	.	15
CCOC(=O)c1cc([N+](=O)[O-])sc1N	1.5	0.91	0	-2	-13	15	-6	6
Cn1cnc([N+](=O)[O-])c1S(=O)(=O)c1cccc(Cl)c1	0.6	1.2	0	0	3	13	-9	7
CC(=O)c1c(C)nc(-c2ccc(Cl)cc2Cl)n1O	-0.5	0.82	-2	0	1	7	-19	4
Cc1ccc(-c2nc(C#N)c(NCCCn3ccnc3)o2)cc1	-0.5	0.99	0	-2	1	-458	-4	-5
COc1ccc(OC)c(S(=O)(=O)N2CCN(C(=O)NC3CCCCC3)CC2)c1	-0.8	0.98	8	-42	3	3	14	-9
Cc1ccc2cccc(S(=O)(=O)N3CCN(c4cccc(Cl)c4)CC3)c2n1	1.6	1.1	-9	-4	0	16	4	-9
O=C(Cc1ccc(Cl)cc1)NNC(=O)c1ccco1	0.2	1.3	0	-2	0	2	-6	-8
Cc1ccc2c(C)c(C(=O)N(Cc3ccccc3)C3CCS(=O)(=O)C3)oc2c1 (stereo not drawn)	-0.5	0.88	0	-20	3	7	-9	1
CC(=O)Nc1cccc(/C(C)=N/NC(=O)c2ccc(Cl)cc2Cl)c1	0.3	1.1	0	1	2	11	-3	-12
COc1ccc(OC)c(C2/C(=C(/O)c3cnn(-c4ccccc4)c3C)C(=O)C(=O)N2CCN(C)C)c1 (stereo not drawn)	1.4	0.93	0	-3	-1	1	-17	3
COc1ccc(C(C(=O)NC(C)(C)C)N(Cc2ccco2)C(=O)CCC(=O)Nc2ccccn2)cc1 (stereo not drawn)	1.8	0.94	1	-1	-1	9	-5	-28
O=C(NCc1cccc(Cl)c1)c1ccc2nc[nH]c2c1	0.7	1.2	-4	5	0	12	9	-13
Cn1c(CC(O)c2nc3ccccc3n2C)nc2ccccc21 (stereo not drawn)	0.5	.	.	.	-9	-326	.	10
CCCn1c(Nc2ccc(Cl)cc2)nc2ccccc21	40	0.96	-7	-2	1	-4	-23	22
CCN(CC)C(=S)SCC(=O)c1ccc(Br)cc1	1.1	1	0	5	1	-8	1	3
O=S(=O)(Nc1ccc(Cl)cc1)c1ccc(N2CCOCC2)c(NC(=S)NC2CC2)c1	-3.4	1.1	-1	-6	2	3	-22	56
Cn1c(SCC(=O)O)nc2ccccc2c1=O	-1.0	1.2	1	8	-1	18	-16	-9
CCCNC(=O)N(C)C[C@H]1Oc2cc(Br)ccc2S(=O)(=O)N([C@@H](C)CO)C[C@@H]1C	-1.5	.	.	.	0	11	.	-1
O=C(C1=C[C@@H](c2csc3ccccc23)C[C@@H](OCc2ccc(CO)cc2)O1)N1CCN(Cc2ccccc2)CC1	-1.1	1.1	-2	-16	-9	-1	12	21
OC(COc1ccc(Cl)cc1Cl)CN1CCc2ccccc2C1 (stereo not drawn)	3.7	1.3	0	12	1	8	-1	11
Cc1ccc(C2(C)NC(=O)N(CC(=O)Nc3ccc(Cl)c(S(=O)(=O)N4CCCCC4)c3)C2=O)cc1 (stereo not drawn)	-1.9	1.1	5	-22	-21	-16	-5	10
CCCCNC(=O)CSc1nnc(-c2cccc(S(=O)(=O)N3CCOCC3)c2)o1	0.9	1	0	-5	0	-5	-9	-2

One compound at a time, from the list above:
CCCCCC(=O)N=Nc1c(O)[nH]c2ccc([N+](=O)[O-])cc12 is entered as MPTP inh: 2.6; hIAP act: 1.1; GRIN3A LBD mod: 30*; ATG4B inh: -1; SENP1 inh: 1; SENP8 inh: 19; SENP6 block: -5; PfG6PD inh: 23
Cn1c(SCC(=O)O)nc2ccccc2c1=O is entered as MPTP inh: -1.0; hIAP act: 1.2; GRIN3A LBD mod: 1; ATG4B inh: 8; SENP1 inh: -1; SENP8 inh: 18; SENP6 block: -16; PfG6PD inh: -9
CCCCNC(=O)CSc1nnc(-c2cccc(S(=O)(=O)N3CCOCC3)c2)o1 is entered as MPTP inh: 0.9; hIAP act: 1; GRIN3A LBD mod: 0; ATG4B inh: -5; SENP1 inh: 0; SENP8 inh: -5; SENP6 block: -9; PfG6PD inh: -2

More entries follow:
SMILES	MPTP inh	hIAP act	GRIN3A LBD mod	ATG4B inh	SENP1 inh	SENP8 inh	SENP6 block	PfG6PD inh
C=CCC1(O)CC(c2ccco2)NC(c2ccco2)C1CCC (stereo not drawn)	0.8	1.1	3	-1	-86	-2	11	-3
C[C@@H]1CCCCO[C@H](CN(C)S(=O)(=O)c2cccs2)[C@@H](C)CN([C@H](C)CO)C(=O)c2cc(NC(=O)C3CCCCC3)ccc2O1	-0.4	.	.	.	-2	8	.	11
C=CCN(C(=O)c1csnn1)C(C(=O)NCc1ccccc1)c1cccs1 (stereo not drawn)	-0.6	0.97	-2	3	-2	2	5	13
C/C=C(\C)c1nnc(NC(=O)C(C)C)s1	2.4	0.99	2	1	3	16	-4	-6
Nc1nnc(SCC(=O)NNC(=O)c2ccc(Cl)cc2)s1	-0.6	1.1	0	1	0	1	-3	2
Cc1cccc(NC(=S)N2CCC(N(C)CC3CCCO3)CC2)c1 (stereo not drawn)	0.0	1	0	4	1	21	-26	-11
Cc1nn(Cc2ccc(Cl)cc2Cl)c(C)c1NC(=O)c1ccc(COc2cc(Cl)ccc2Cl)o1	1.7	0.86	2	1	2	33	-17	8
O=C(c1cccnc1)N1CCN(S(=O)(=O)c2cccc(Cl)c2)CC1	-2.1	0.7	0	0	-1	19	10	-3
CCOc1ccc(C(=O)Nn2cnnc2)cc1	1.5	1.1	2	-5	-1	11	-13	11
CCCn1c(SCc2nc(N)nc(N3CCCCC3)n2)nc2c1c(=O)n(C)c(=O)n2C	-1.2	1	0	-9	2	-1	-16	0
Cc1ccc(-c2csc(Cc3nc(-c4cc5ccccc5oc4=O)cs3)n2)cc1	20	1.1	-3	0	1	-285	-7	-18
COc1cccc2cc(C(=O)N3CCN(c4ccccc4F)CC3)c(=O)oc12	-1.2	1.1	1	-5	-1	-6	7	-7
COc1ccc2cc(C(=O)NCc3ccco3)c(=O)oc2c1	-0.7	0.94	-2	-3	-165	i	-12	8
O=C(Nc1ccccn1)C(NS(=O)(=O)c1cccc2nsnc12)c1ccccc1 (stereo not drawn)	0.4	0.92	-1	-5	0	-15	30	2
O=C(CCCc1ccccc1)Nc1ccnn1C1CCN(Cc2ccccc2F)CC1	2.0	1.9	3	8	-2	0	17	2
CC1CCN(CC(=O)NCc2ccccc2)CC1	-1.5	0.81	1	2	3	0	-1	-28
O=C(NN1CCCCC1)c1cccc2ccccc12	-2.0	1.2	2	-1	1	6	-24	-5
O=C(COc1ccc(F)cc1)c1ccc2c(c1)CCCC2	1.4	0.87	0	11	1	10	18	8
COc1nc(-c2ccccc2)ccc1-c1noc(-c2ccccc2F)n1	4.0	0.83	-1	-2	-4	-217	1	-2
CCCc1c(C)[nH]c2nc3ccccc3n2c1=O	-1.8	1.1	-2	-2	1	-209	11	2
COc1cc(OC)c(CN2CCN(c3ccc(F)cc3)CC2)cc1Br	-1.0	1	-1	-11	1	11	-9	2
CN1CCN(Cc2cccc(Oc3ccc(Cl)cc3)c2)CC1	1.3	1.1	-7	1	1	20	-2	22
CC(C)(C)NC(=S)NC(C)(C)C	0.1	1.1	2	-5	-1	13	1	8
COc1ccccc1N(CC(=O)N(CC(C)C)CC(C)C)S(=O)(=O)c1cccs1	-1.0	0.98	1	-10	2	4	-15	-5
